# Assay outcomes from PubChem BioAssay.
# CCT modulator – modulators of cytosolic chaperonin (CCT/TRiC) activity | AID 651819 | activity change, % (no concentration beside the values), hits read low | purified chaperonin ATPase assay, HTRF ADP detection, 30 min | 360,000 compounds, 0.3% hits; in the data active means activity change below about -30%; further: on the % scale 0 is the no-effect control and ±100 the full control effect
#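 TRiC at 40 or 20 nM final (batch-dependent) in 30 mM Tris pH 7.4, 100 mM KCl, 5 mM MgCl2, 1 mM DTT, with compound at single 76 uM and 10 uM ATP, 30 min at 37 deg C. ADP detected by HTRF Transcreener, 665/615 ratio.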
# EPAC2 agonist – activates human EPAC2 exchange factor | Q8WZA2 | EPAC2 activation, biochemical qHTS; response scale: 100% = 6.5 mM cAMP response | Potency, µM (top dose mostly 154 µM), inactives show top-dose activation, actives largely listed as activators | 360,000 compounds, 0.079% hits | AID 720711; further: potency means the concentration at half of the fitted maximal effect; nearly all actives have a fitted effect of over 50% in size
# Target sequence (Q8WZA2 whole entry, looked up): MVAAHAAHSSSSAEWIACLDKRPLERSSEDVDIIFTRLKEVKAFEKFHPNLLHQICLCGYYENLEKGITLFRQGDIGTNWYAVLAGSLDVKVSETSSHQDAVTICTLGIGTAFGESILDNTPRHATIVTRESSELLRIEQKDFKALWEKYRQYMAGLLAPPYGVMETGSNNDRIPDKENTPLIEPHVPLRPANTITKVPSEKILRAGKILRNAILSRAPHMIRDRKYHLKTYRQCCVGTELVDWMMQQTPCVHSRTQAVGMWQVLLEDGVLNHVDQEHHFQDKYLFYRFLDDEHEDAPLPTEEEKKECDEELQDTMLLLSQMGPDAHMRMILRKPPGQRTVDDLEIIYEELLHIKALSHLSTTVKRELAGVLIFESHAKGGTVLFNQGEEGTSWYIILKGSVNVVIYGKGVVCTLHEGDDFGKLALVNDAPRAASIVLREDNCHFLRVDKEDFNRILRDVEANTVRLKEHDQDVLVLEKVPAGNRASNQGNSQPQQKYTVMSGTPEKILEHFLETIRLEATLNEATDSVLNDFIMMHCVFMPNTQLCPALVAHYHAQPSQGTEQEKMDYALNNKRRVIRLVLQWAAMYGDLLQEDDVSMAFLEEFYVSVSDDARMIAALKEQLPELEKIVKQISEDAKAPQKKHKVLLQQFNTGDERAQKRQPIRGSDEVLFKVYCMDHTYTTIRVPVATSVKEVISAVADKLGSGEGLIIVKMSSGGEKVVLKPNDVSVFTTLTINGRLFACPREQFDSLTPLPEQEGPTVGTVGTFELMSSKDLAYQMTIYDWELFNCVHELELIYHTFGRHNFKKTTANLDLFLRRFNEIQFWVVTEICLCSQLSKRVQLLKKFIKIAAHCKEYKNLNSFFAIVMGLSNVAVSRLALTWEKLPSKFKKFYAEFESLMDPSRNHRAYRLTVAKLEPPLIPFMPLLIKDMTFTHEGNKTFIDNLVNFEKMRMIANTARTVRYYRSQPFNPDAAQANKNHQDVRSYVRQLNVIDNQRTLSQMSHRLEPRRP
#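 Nucleotide exchange monitored as fluorescence drop when BODIPY-GDP leaves Rap1B. Reaction: 100 nM EPAC2, 250 nM RAP1B-BODIPY-GDP, 50 uM GDP, room temperature, kinetic read over 30 min. Activity expressed relative to 6.5 mM cAMP.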
# Nrf2 ARE act – activates Nrf2 signaling; AREc32 ARE-luciferase reporter (MCF7-derived line), luminescence, 24 h; Potency, µM (highest dose often 46.1 µM), for inactives: at the highest dose activation, usual class: activators; 410,000 compounds, 0.31% hits; further: potency means the concentration at half of the fitted maximal effect; % of control where 0% means no effect; nearly all actives have a fitted effect of over 65% in size
#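 ARE activation measured as luciferase luminescence (Steady-Glo, 30 min RT) in AREc32_Fluc cells after 24 hr compound exposure at 37 deg C, 5% CO2; cells seeded overnight at 1000/well in OPTI-MEM, 5% FBS.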
# Nrf2 inh – Nrf2 pathway inhibition; A549 ARE-Fluc reporter, luciferase luminescence, 18-24 h; Potency, µM (doses to about 46 µM), for the others: top-dose activity change, negative = inhibition, actives largely listed as inhibitors; 360,000 compounds, 2.1% hits; further: potency means the concentration at half of the fitted maximal effect; on the % scale 0 is the no-effect control and ±100 the full control effect; nearly all actives have a fitted effect of over 60% in size
#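 Cells were seeded and rested 2 h, then exposed to compounds for 18-24 h. CellTiter-Fluor was read first as a viability measure. BugLite was added 15 min before the final luminescent read of ARE-luciferase activity in A549 cells.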
# A549 viability – A549 cytotoxicity, counter-screen for Nrf2 inhibitors | Potency, µM (doses to about 46 µM), without a hit: top-dose activity change, negative = cytotoxicity, hits mostly inhibitors | 390,000 compounds, 0.16% hits | A549 ARE-Fluc cells, CellTiter-Fluor viability, 18-24 h; further: potency means the concentration at half of the fitted maximal effect; on the % scale 0 is the no-effect control and ±100 the full control effect
#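 Cytotoxicity counterscreen: CellTiter-Fluor fluorescence was measured in A549 ARE_Fluc cells after 18-24 h of compound exposure in a concentration series. The subsequent BugLite luminescent read reports ARE-luciferase activity.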
# Akt phos inh – Akt phosphorylation inhibition; 360,000 compounds, 0.32% hits; Neuro2A IGF-stimulated pAkt S473 HTRF, 20 min; hits give low values; activity change, % for hits at 50 µM; in the data active means activity change below about -80%; inconclusive means mostly about -51% to -80%; further: on the % scale 0 is the no-effect control and ±100 the full control effect
#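 Neuro2A cells in DMEM with 0.5% FBS, overnight at 37 deg C, given compound at single 50 µM final, then IGF (6 nM final) for 20 min at 37 deg C. Lysed; phospho-Akt Ser473 by HTRF after 24 h, 665/615 ratio.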
# EPAC2 antag – antagonists of human EPAC2; Q8WZA2; EPAC2 GEF exchange of Rap1B-BODIPY-GDP, fluorescence; Potency, µM (titrated, usually from 114 µM), for inactives: at the top dose activity, negative = inhibition, most hits filed as inhibitors; 360,000 compounds, 0.18% hits; further: potency means the concentration at half of the fitted maximal effect; on the % scale 0 is the no-effect control and ±100 the full control effect; nearly all actives have a fitted effect of over 45% in size; many of its hits are not listed in these tables
# TGFb SMAD3 inh – blocks TGF-b signaling; HepG2 CAGA-GFP TGF-b/SMAD3 reporter, GFP fluorescence, 18 h; TGF-beta stimulated, 500 pg/mL final; 410,000 compounds, 1.2% hits; Potency, µM (doses to about 46.1 µM), for inactives: top-dose activity, negative = inhibition, hits mostly inhibitors; further: potency means the concentration at half of the fitted maximal effect; on the % scale 0 is the no-effect control and ±100 the full control effect; nearly all actives have a fitted effect of over 65% in size
#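 GFP signal (ex488/em500-530) from TGF-beta-stimulated HEPG2 CAGA-GFP cells, 500 pg/mL final, 18 h at 37 degrees C in DMEM plus 1% FBS, normalized to unstimulated and DMSO-stimulated controls.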
# MmCpn inh – M. maripaludis TRiC chaperonin inhibition; 330,000 compounds, 0.031% hits; Potency, µM (series often up to 76.9 µM), for the others: at the top dose activity, negative = inhibition, usual class: inhibitors; purified Mm-Cpn ATPase, ADP Transcreener TR-FRET; further: potency means the concentration at half of the fitted maximal effect; on the % scale 0 is the no-effect control and ±100 the full control effect; nearly all actives have a fitted effect of over 80% in size
#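 Inhibition of chaperonin ATP hydrolysis is measured as reduced ADP production, detected by competitive TR-FRET in which signal falls with ADP. Final enzyme 25 nM and ATP 10 uM, reacted 30 min at 37°C.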
# * marks the source's active call; other numbers are inactive results; i = inactive; ? = inconclusive; nt = no result given; & = joins results of further samples; [ ] = another dose, or the depositor's remark. Unless noted, the call rests on the fitted dose curve; in most records, active means well fitted curve in the direction sought with a large enough effect; inconclusive means small, poorly fitted or top-dose-only effect, or another doubt; inactive means no such curve, though single readings can be large; an effect the other way counts as inactive or inconclusive.
compound,CCT modulator,EPAC2 agonist,Nrf2 ARE act,Nrf2 inh,A549 viability,Akt phos inh,EPAC2 antag,TGFb SMAD3 inh,MmCpn inh
O=C(c1ccc(Br)cc1)c1cc(-c2ccccn2)c(N2CCOCC2)s1,-1.9,29%,0.4%,-4%,-2%,?,4%[57.1 µM],2%,-16%
CCN(CC(O)c1cccc(O)c1)C(=O)C12CC3CC(CC(C3)C1)C2 (centres undefined),0.1,3%,3.2%,0%,-20%,i,-6%,-27%,1%
COCCCNC(=O)C1CCC(CNS(=O)(=O)c2ccc(OC)cc2)CC1 (centres undefined),-3.1,6%,0.1%&-1.3%,-12%,3%&6%,i,1%,-5%&0%,2%
Cc1ccc(C2(C)NC(=O)N(CC(=O)Nc3ccc(Cl)c(S(=O)(=O)N4CCCCC4)c3)C2=O)cc1 (centres undefined),-4.4,3%,0.3%,?,-18%,i,-3%,?,-1%
O=C(O)c1cnn(-c2ccccc2)c1-n1cccc1,-0.4,5%,0.5%,12%,-3%,i,4%,-21%,2%
Cc1cc(C)c2c(CN3CCC(C)CC3)cc(=O)oc2c1,-1.6,13%,3.1%,?,3%,i,?,0%,-2%
CCCCCn1c(=O)[nH]c2cc(C(=O)NCCCN(C)Cc3ccccc3)ccc2c1=O,1.5,2%,-0.2%,2%,1%,i,8%,21%,0%
Cc1ccc(NC(=O)/C(=C/c2ccc([N+](=O)[O-])cc2)NC(=O)c2ccccc2)cc1,-2.7,1%,0.7%,6%,-3%,i,3%,?,0%
COC(C(=O)NCc1ccccc1C)c1ccccc1 (centres undefined),1.2,-2%,-0.3%,-7%,8%,i,-9%,-2%,0%
COc1cccc(-c2c(C(=O)N/N=C/c3sccc3C)nnn2-c2nonc2N)c1,0.7,0%,0.1%,?,-1%,i,-1%,?,1%
Cc1c(O)ccc2c(CC(=O)N[C@@H](Cc3ccccc3)C(=O)O)cc(=O)oc12,-1.7,7%,-0.8%,6%,?,i,1%,15%,-11%
CN(C)c1ccc(CNC(=O)CN2C(=O)c3cccnc3Oc3ccc(Cl)cc32)cc1,nt,nt,-0.4%,20%,-6%,nt,nt,0%,nt

# Later entries:
compound,CCT modulator,EPAC2 agonist,Nrf2 ARE act,Nrf2 inh,A549 viability,Akt phos inh,EPAC2 antag,TGFb SMAD3 inh,MmCpn inh
CSc1ccccc1NC(=O)CN1CCN(S(=O)(=O)c2ccccc2[N+](=O)[O-])CC1,-3.1,10%,0.7%,-11%,-10%,i,11%,?,0%
CCOCCCn1c(SCC(=O)NC2CCCC2)nc2ccccc2c1=O,0.8,4%,-0.1%,-10%,0%,i,0%,12%,-4%
CC(O)CNc1cc(N)c([N+](=O)[O-])cc1[N+](=O)[O-] (centres undefined),1.6,6%,2.0%,?,?,i,-4%,-3%,0%
CN(C)CCOC(=O)C1(c2ccccc2)CCOCC1,-2.8&-1.7,18%&3%,0.0%&-0.2%,21%,-1%&3%,i,0%&15%,7%&0%,1%&0%
CC(=O)Nc1ccc(OS(=O)(=O)c2ccc([N+](=O)[O-])cc2)cc1,0.5,4%,?,-4%,0%,i,-5%,?,-1%
CCC(CC)c1nnc(NC(=O)C2=NNC(=O)CC2)s1,-0.1,5%,0.2%,6%,2%,i,4%,-1%,-2%
N#Cc1ccc(/C=C/C(=O)c2cccnc2)cc1,-1.0,8%,23%,7%,0%,i,3%,?,-10%
COc1cc(/C=C2/SC(=O)NC2=O)ccc1Oc1ccc([N+](=O)[O-])cc1[N+](=O)[O-],-0.9,5%,?,?,-10%,i,?,?,1%
COc1ccc(S(=O)(=O)N2CCOCC2)cc1C(=O)NCC(c1ccccc1)c1ccccc1,-1.0,-8%,-0.3%,2%,-7%,i,0%,-2%,nt
Cc1ccc2nc3c(cc(C(=O)NCC4CCCO4)c(=N)n3CCCOC(C)C)c(=O)n2c1 (centres undefined),0.7,8%,-0.3%,-3%,?,i,-6%,9%,-6%
Cc1ccc(C(=S)NCS(=O)(=O)c2ccc(C)cc2)cc1,0.5,-6%,-0.2%,nt,-2%,i,-5%,-31%,1%
Cc1ccc2[nH]cc(CCNC(=O)c3ccco3)c2c1,1.5,1%,?,?,-2%,i,-6%,17%,0%

# Reformatted: four of the compounds above.
# The line under a structure holds: CCT modulator, EPAC2 agonist, Nrf2 ARE act, Nrf2 inh, A549 viability, Akt phos inh, EPAC2 antag, TGFb SMAD3 inh, MmCpn inh
> CCC(CC)c1nnc(NC(=O)C2=NNC(=O)CC2)s1
  -0.1, 5%, 0.2%, 6%, 2%, i, 4%, -1%, -2%
> CC(O)CNc1cc(N)c([N+](=O)[O-])cc1[N+](=O)[O-] (centres undefined)
  1.6, 6%, 2.0%, ?, ?, i, -4%, -3%, 0%
> CCOCCCn1c(SCC(=O)NC2CCCC2)nc2ccccc2c1=O
  0.8, 4%, -0.1%, -10%, 0%, i, 0%, 12%, -4%
> COc1ccc(S(=O)(=O)N2CCOCC2)cc1C(=O)NCC(c1ccccc1)c1ccccc1
  -1.0, -8%, -0.3%, 2%, -7%, i, 0%, -2%, nt

# Next part.
compound,CCT modulator,EPAC2 agonist,Nrf2 ARE act,Nrf2 inh,A549 viability,Akt phos inh,EPAC2 antag,TGFb SMAD3 inh,MmCpn inh
CCOC(=O)c1c(C)oc2ncnc(N3CCN(c4ccc(C)cc4C)CC3)c12,nt,nt,0.1%,9%,0%,nt,nt,?,nt
CC(=O)Nc1ccc(S(=O)(=O)NCc2nc(-c3ccccc3Cl)no2)cc1,-1.4,-2%,0.4%,-13%,-8%,i,2%,0%,1%
CCOC(=O)c1cc(C(C)(C)C)oc1CNC(=O)c1c(C)oc2c1CCCC2,-54*,-5%,4.1%,-29%,1%,i,-12%,-1%,-2%
Cc1c(C(=O)OCC(=O)c2c(N)n(CC(C)C)c(=O)n(C)c2=O)oc2ccccc12,-1.4,-12%,1.4%,?,-1%,i,-24%,?,-2%
CCCCS(=O)(=O)c1sc2nc3c(cc2c1N)CCCC3,1.1,15%,5.8%,10%,5%,i,-4%,-21%,-1%
O=C(NCCN1CCOCC1)c1cc(Sc2cccc(Cl)c2)nc2ccccc12,2.0,2%,5.6%,12%,10%,i,7%,0%,-1%
Cc1cc(C)c2sc(N(CCCN(C)C)C(=O)c3ccc(Br)s3)nc2c1,1.9,8%,-2.2%,15µM*,?,i,-9%,?,-7%
Cc1ccc(C)c(NC(=O)CSc2nnc(-c3ccccc3)o2)c1,1.6,-3%,0.1%,7%,3%,i,-1%,-8%,-1%
COC(=O)c1ccc(COc2ccc(/C=N/Nc3nc(C)cc(=O)[nH]3)cc2)cc1,1.7,3%,0.9%,8%,3%,i,11%,-2%,-2%
CCOC(=O)c1[nH]c2ccc(C)cc2c1N,0.3,1%,3.0%,?,-4%,i,-1%,-15%,-4%
CCC(=O)OCC(=O)c1cc(C)n(-c2ccc(Br)cc2)c1C,-3.4,7%,-0.1%,-18%,2%,i,-25%,-7%,-11%
CCOc1ccc2nc(N3CCCC(C(=O)NCCc4ccc(OCC)c(OCC)c4)C3)sc2c1 (centres undefined),nt,nt,0.8%,?,-9%,nt,nt,-1%,nt

# Next section.
smiles,CCT modulator,EPAC2 agonist,Nrf2 ARE act,Nrf2 inh,A549 viability,Akt phos inh,EPAC2 antag,TGFb SMAD3 inh,MmCpn inh
CCC(CC)C(=O)NCCc1cc2ccc(C)cc2[nH]c1=O,-0.3,3%,-0.1%,5%,-5%,i,4%,10%,0%
Cc1cc(=O)[nH]c(/N=C(\N)Nc2ccc(SC(F)F)cc2)n1,0.6,3%,-0.2%,-10%,-8%,i,-3%,-1%,2%
COc1ccc(CCNC(=O)CCCOc2cccc(C)c2C)cc1OC,1.2,-1%,-0.1%,-10%,-1%,i,-10%,-6%,-3%
COc1ccc(S(=O)(=O)N(C)c2ccc(C(=O)NCc3ccccn3)cc2)cc1,-0.1,0%,0.1%,0%,1%,i,13%,5%,?
COC(=O)c1c(C)[nH]c(C)c1-c1ccc([N+](=O)[O-])cc1,0.2,7%,4.6%,?,4%,i,-10%,-13%,0%
CCn1nnnc1SCC(=O)N1CCCCC1,0.2,11%,-0.5%,3%,4%,i,4%,-1%,-1%
COc1ccc(-n2c(Cn3nnc4ccccc43)nnc2SCC(=O)O)cc1,-0.7,4%,0.3%,-13%,-4%,i,-1%,-4%,-1%
CC(C)c1nnc(N2C(=O)c3oc4ccccc4c(=O)c3C2c2ccco2)s1 (centres undefined),0.0,-3%,3.5%,nt,-6%,i,8%,8%,-1%
Cc1cn(CC(=O)NCCc2c[nH]c3ccccc23)c(=O)[nH]c1=O,0.0,4%,0.0%,5%,-4%,i,7%,-9%,nt
CC(C)Oc1ccc(S(=O)(=O)N2CCOCC2)cc1NC(=O)C1CSC2(C)CCC(=O)N12 (centres undefined),-1.3,3%,-0.3%,-28%,-8%,i,-4%,-8%,1%
NC(=O)c1ccc[n+](CC(=O)c2ccccc2)c1,-2.5,2%,3.1%,1%,3%,i,18%,42%,-2%
Cc1c(C(=O)Nc2nc(-c3ccccn3)cs2)oc2ccccc12,1.8,17%,-0.5%,?,?,i,-2%,?,-2%

# The list is partial, so the mix of outcomes need not match the whole.
